TRPC4 act: activators of mouse TRPC4 channel, primary screen, Fluo4 calcium, HEK293 TRPC4beta/mu-opioid cells; Short transient receptor potential channel 4 (Mus musculus), Q9QUQ5; Fluo4 calcium fluorescence; stronger effect = higher value; B-score at 10 µM; hit rate 0.49% among 310,000;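 active means B-score above 5 SD of library B-scores, and initial fluorescence ratio not above library mean plus 5 SD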;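 further: positive B-score marks a calcium rise read as TRPC4 activation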
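Material: HEK293 stable line with TRPC4beta plus mu-opioid receptor; technique: Fluo4 calcium-sensitive dye fluorescence, kinetic, 1 Hz baseline; timing: Fluo4 dye loading 45 min at room temperature, 110 s recording; controls: assay buffer as low control, maximal DAMGO as high control; read-out: integrated baseline-normalised fluorescence ratio, converted to per-well B score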
MrgX1 antagonist: antagonists of human MrgX1 receptor, primary screen, HEK293 cells, Fluo-4 calcium flux | Mas-related G-protein coupled receptor member X1 (Homo sapiens), Q96LB2 | BAM8-22 antagonism; stronger effect = lower value | B-score at 10 µM | hit rate 1.3% among 310,000 | AID 588676, 2011;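 active means calcium-response B-score plate-corrected more than 3 library SD below zero, starting fluorescence within 5 deviations, no agonist response on first addition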;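 further: peak minus trough fluorescence over baseline after final BAM8-22 challenge near maximal dose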
Target sequence (Q96LB2 whole entry, looked up): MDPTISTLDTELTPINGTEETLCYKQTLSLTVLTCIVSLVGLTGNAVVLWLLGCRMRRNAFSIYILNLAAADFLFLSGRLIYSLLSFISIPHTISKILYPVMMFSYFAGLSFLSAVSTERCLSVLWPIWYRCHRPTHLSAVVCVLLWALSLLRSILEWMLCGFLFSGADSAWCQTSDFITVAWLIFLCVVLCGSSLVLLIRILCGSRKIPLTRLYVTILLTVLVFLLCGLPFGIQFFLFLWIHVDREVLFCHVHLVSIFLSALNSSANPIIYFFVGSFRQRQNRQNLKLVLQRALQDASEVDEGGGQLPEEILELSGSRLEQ
TRPC6 inh: mouse TRPC6 channel inhibitors, primary screen, cell-based, HEK293, membrane potential dye. Short transient receptor potential channel 6 (Mus musculus), Q61143. ACh-evoked depolarization; stronger effect = lower value. B-score at 10 µM. hit rate 1.1% among 310,000. AID 2553, 2010;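 active means B-score under library mean minus 3 SD, initial fluorescence not abnormally high, positive integrated signal ratio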;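 further: B-score derived from integrated fluorescence ratio over the kinetic read; more negative B-score means stronger inhibition of depolarization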
MrgX1 ag: agonists of human MrgX1 receptor, primary screen, HEK293 cells, Fluo-4 calcium flux; B-score at 10 µM; hit rate 0.44% among 310,000; Fluo-4 calcium fluorescence, agonist mode; stronger effect = higher value; AID 588627, 2011;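 active means calcium response B-score plate-corrected fluorescence ratio at least 3 library SD, with starting fluorescence B-score inside 5 SD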
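Assay system: stable human MrgX1 HEK293 cell line. Quantity: 15,000 cells per well. Schedule: cells plated overnight, dye loaded 0.5 h 37 °C, 0.5 h room temperature. Detection: Fluo-4 NW calcium-flux fluorescence, kinetic read. Read-out basis: peak-minus-minimum fluorescence over baseline, converted to B scores. Control set: positive and negative control wells on each plate.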
HIF activator: HIF pathway transcriptional activators, primary screen, cell-based, U2OS HRE-luciferase, luminescence; U2OS HRE-luciferase reporter; normalized: DMSO 0%, desferrioxamine 100%; activation, % at 7.5 µM (by protocol); hit rate 0.32% among 300,000;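 active means mean activation of at least 10% of the iron chelator positive control signal, with at least half of replicates also reaching 10%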
MrgX1 PAM: positive allosteric modulators of MrgX1, primary screen, HEK293 cells, Fluo-4 calcium flux; hit rate 0.63% among 310,000; B-score at 10 µM; Mas-related G-protein coupled receptor member X1 (Homo sapiens), Q96LB2; FDSS; stronger effect = higher value;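 active means plate-corrected calcium response at least 3 library SD above typical, normal starting fluorescence, not activating the receptor alone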;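 further: compound read alongside a low EC10 to EC30 dose of BAM8-22 agonist; peak minus trough fluorescence over baseline measured at the second addition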
TRPC6 act: mouse TRPC6 channel activators, primary screen, cell-based, HEK293, membrane potential dye; Short transient receptor potential channel 6 (Mus musculus), Q61143; HEK293-TRPC6 membrane potential dye fluorescence; stronger effect = higher value; B-score at 10 µM; hit rate 0.13% among 310,000;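 active means B-score of the integrated fluorescence ratio above library mean plus 3 SD, and starting fluorescence ratio within library mean plus 5 SD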;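 further: higher score means more depolarization so channel activation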
TRPC4 potent: positive allosteric modulators of TRPC4, primary screen, cell-based, mouse TRPC4beta, HEK293 mu-opioid, Fluo-4 calcium; Short transient receptor potential channel 4 (Mus musculus), Q9QUQ5; DAMGO EC20, Fluo-4 Ca2+ flux; stronger effect = higher value; B-score at 10 µM; hit rate 0.42% among 310,000; AID 2227, 2009;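 active means B-score of calcium response area above 5 SD of library B-scores, with initial fluorescence ratio within 5 SD of library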;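 further: B-score of integrated fluorescence ratio over time as area under calcium response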
PolyA inh: polyadenylation inhibitors in yeast reporter cells, primary screen, luminescence, S. cerevisiae; S. cerevisiae SKY197-pL101 polyadenylation reporter, beta-gal luminescence; efflux-impaired pdr1/pdr3 knockout yeast; score 100 = 6 SD above DMSO; calls only at 12 µM; hit rate 0.02% among 300,000;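 active means lowest replicate activity score at least 50, where 100 means six control SD above control mean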;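 further: yeast exposed to compound for 9 h at 30 °C; higher score means more reporter readthrough which indicates perturbed polyadenylation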
AI-2 QS mod: Vibrio harveyi AI-2 quorum sensing modulators, primary screen, JMH597 strain, luminescence/OD600 ratio | Vibrio harveyi JMH597 AI-2 luminescence/OD600 ratio, 9 h; stronger effect = lower value; strain lacks LuxN and CqsS sensors; 0 = neutral-control median | activity change, % at 7.5 µM | hit rate 0.4% among 300,000 | AID 2094, 2009; in the data active means activity change below about -75%, passing the limit was not always enough;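 further: luminescence divided by OD600 gain over 9 h not by final OD600 alone; inactives centre near 13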
TRPC4 inh: inhibitors of mouse TRPC4 channel, primary screen, Fluo4 calcium, HEK293 TRPC4beta/mu-opioid cells | Short transient receptor potential channel 4 (Mus musculus), Q9QUQ5 | DAMGO-evoked Fluo4 calcium flux; stronger effect = lower value | B-score at 10 µM | hit rate 0.39% among 300,000 | AID 2247, 2010;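 active means B-score over 3 SD under the library average, no early fluorescence shift, positive overall ratio signal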
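material = TRPC4beta/mu-opioid receptor HEK293 cell line | probe or stimulus = sequential submaximal and maximal DAMGO stimulation | compound dosing = one concentration per compound | measured by = Fluo4 Ca2+ flux fluorescence | evaluation = integrated fluorescence ratio relative to baseline, converted to per-well B score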
Active calls of the source: *.

Results for CCN(Cc1cc2cc(OC)ccc2[nH]c1=O)C(=O)Cc1ccc(OC)cc1 ?
TRPC4 act: inactive; MrgX1 antagonist: inactive; TRPC6 inh: inactive; MrgX1 ag: inactive; HIF activator: -0.4; MrgX1 PAM: inactive; TRPC6 act: inactive; TRPC4 potent: inactive; PolyA inh: inactive; AI-2 QS mod: 44; TRPC4 inh: inactive

Results for COc1cc(/C=N/Nc2snc(SC)c2C#N)ccc1O ?
TRPC4 act: inactive; MrgX1 antagonist: inactive; TRPC6 inh: inactive; MrgX1 ag: inactive; HIF activator: 1.6; MrgX1 PAM: inactive; TRPC6 act: inactive; TRPC4 potent: inactive; PolyA inh: inactive; AI-2 QS mod: 12; TRPC4 inh: inactive

What do the screens show for `COc1cccc(NCc2ccc([N+](=O)[O-])s2)c1`?
TRPC4 act: inactive; MrgX1 antagonist: inactive; TRPC6 inh: inactive; MrgX1 ag: inactive; HIF activator: -0.4; MrgX1 PAM: inactive; TRPC6 act: inactive; TRPC4 potent: inactive; PolyA inh: inactive; AI-2 QS mod: 4; TRPC4 inh: -6*

Results for O=C(O)c1ccccc1C(=O)Nc1ccc(Oc2cccc3ccccc23)cc1 ?
TRPC4 act: inactive; TRPC6 inh: inactive; HIF activator: -4.2; TRPC6 act: inactive; TRPC4 potent: inactive; PolyA inh: inactive; AI-2 QS mod: 41; TRPC4 inh: inactive

Results for CC1=CCn2c(=O)c3ccccc3c(=O)n2C1 ?
TRPC4 act: inactive; MrgX1 antagonist: inactive; TRPC6 inh: inactive; MrgX1 ag: inactive; HIF activator: -0.4; MrgX1 PAM: inactive; TRPC6 act: inactive; TRPC4 potent: inactive; PolyA inh: inactive; AI-2 QS mod: 9; TRPC4 inh: inactive

Results for O=C(NNC(=S)NCc1ccco1)c1cccs1 ?
TRPC4 act: inactive; MrgX1 antagonist: inactive; TRPC6 inh: inactive; MrgX1 ag: inactive; HIF activator: 1.1; MrgX1 PAM: inactive; TRPC6 act: inactive; TRPC4 potent: inactive; PolyA inh: inactive; AI-2 QS mod: 0; TRPC4 inh: inactive

Results for COc1ccccc1S(=O)(=O)N1CCC(C(=O)O)(c2ccccc2)CC1 ?
TRPC4 act: inactive; MrgX1 antagonist: inactive; TRPC6 inh: inactive; MrgX1 ag: inactive; HIF activator: -0.3; MrgX1 PAM: inactive; TRPC6 act: inactive; TRPC4 potent: inactive; PolyA inh: inactive; AI-2 QS mod: 9; TRPC4 inh: inactive

Results for O=C(CCN1C(=O)c2ccccc2C1=O)Nc1ccc2c(c1)OCCO2 ?
TRPC4 act: inactive; MrgX1 antagonist: inactive; TRPC6 inh: inactive; MrgX1 ag: inactive; HIF activator: 0.2; MrgX1 PAM: inactive; TRPC6 act: inactive; TRPC4 potent: inactive; PolyA inh: inactive; AI-2 QS mod: -40; TRPC4 inh: inactive

How did CCOc1ccccc1NC(=O)Nc1cccc(NC(C)=O)c1 do in these assays?
TRPC4 act: inactive; MrgX1 antagonist: inactive; TRPC6 inh: inactive; MrgX1 ag: inactive; HIF activator: -0.3; MrgX1 PAM: inactive; TRPC6 act: inactive; TRPC4 potent: inactive; PolyA inh: inactive; AI-2 QS mod: 15; TRPC4 inh: inactive

What do the screens show for `c1ccc2c(c1)N1CCCN=C1N2CCN1CCCCC1`?
TRPC4 act: inactive; MrgX1 antagonist: inactive; TRPC6 inh: inactive; MrgX1 ag: inactive; HIF activator: -0.1; MrgX1 PAM: inactive; TRPC6 act: inactive; TRPC4 potent: inactive; PolyA inh: inactive; AI-2 QS mod: 11; TRPC4 inh: inactive

Results for CC1Cc2ccccc2N1C(=O)c1cc2cccnc2n(C)c1=O (configuration not stated) ?
TRPC4 act: inactive; MrgX1 antagonist: inactive; TRPC6 inh: inactive; MrgX1 ag: inactive; HIF activator: 0.0; MrgX1 PAM: inactive; TRPC6 act: inactive; TRPC4 potent: inactive; PolyA inh: inactive; AI-2 QS mod: 26; TRPC4 inh: inactive

Results for COc1ccc(Cl)cc1N(CC(=O)NCCSc1ccccn1)S(=O)(=O)c1ccccc1 ?
TRPC4 act: inactive; MrgX1 antagonist: inactive; TRPC6 inh: inactive; MrgX1 ag: inactive; HIF activator: 0.0; MrgX1 PAM: inactive; TRPC6 act: inactive; TRPC4 potent: inactive; PolyA inh: inactive; AI-2 QS mod: 25; TRPC4 inh: inactive

What do the screens show for `CCc1ccc(-c2nnn(CCC(=O)OC)n2)cc1`?
TRPC4 act: inactive; MrgX1 antagonist: inactive; TRPC6 inh: inactive; MrgX1 ag: inactive; HIF activator: -1.4; MrgX1 PAM: inactive; TRPC6 act: inactive; TRPC4 potent: inactive; PolyA inh: inactive; AI-2 QS mod: 17; TRPC4 inh: inactive

How did COc1ccc(NC(=O)c2ccc(COc3ccc(C)cc3)o2)cc1 do in these assays?
TRPC4 act: inactive; MrgX1 antagonist: inactive; TRPC6 inh: inactive; MrgX1 ag: inactive; HIF activator: 1.3; MrgX1 PAM: inactive; TRPC6 act: inactive; TRPC4 potent: inactive; PolyA inh: inactive; AI-2 QS mod: 5; TRPC4 inh: inactive

What do the screens show for `COc1ccc(S(=O)(=O)N2CCCN(CC(=O)Nc3ccc(OC)c(Cl)c3)CC2)cc1`?
TRPC4 act: inactive; MrgX1 antagonist: inactive; TRPC6 inh: inactive; MrgX1 ag: inactive; HIF activator: -0.3; MrgX1 PAM: inactive; TRPC6 act: inactive; TRPC4 potent: inactive; PolyA inh: inactive; AI-2 QS mod: 15; TRPC4 inh: inactive

How did Cc1ccccc1NC(=S)NCC1CCC(CNC(=S)Nc2ccccc2C)CC1 (configuration not stated) do in these assays?
TRPC4 act: inactive; MrgX1 antagonist: inactive; TRPC6 inh: inactive; MrgX1 ag: inactive; HIF activator: -0.5; MrgX1 PAM: inactive; TRPC6 act: inactive; TRPC4 potent: inactive; PolyA inh: inactive; AI-2 QS mod: 40; TRPC4 inh: inactive

Results for CCCOc1ccc(N2C(=O)CC(NCCc3ccc(S(N)(=O)=O)cc3)C2=O)cc1 (configuration not stated) ?
TRPC4 act: inactive; MrgX1 antagonist: inactive; TRPC6 inh: inactive; MrgX1 ag: inactive; HIF activator: -0.1; MrgX1 PAM: inactive; TRPC6 act: inactive; TRPC4 potent: inactive; PolyA inh: inactive; AI-2 QS mod: 4; TRPC4 inh: inactive

How did Nn1cnnc1N/N=C/c1ccc(F)cc1 do in these assays?
TRPC4 act: inactive; MrgX1 antagonist: inactive; TRPC6 inh: inactive; MrgX1 ag: inactive; HIF activator: 3.6; MrgX1 PAM: inactive; TRPC6 act: inactive; TRPC4 potent: inactive; PolyA inh: inactive; AI-2 QS mod: 8; TRPC4 inh: inactive

Results for COc1ccc(C(=O)NCC(=O)NCC2(N(C)C)CCCCC2)cc1OC ?
TRPC4 act: inactive; MrgX1 antagonist: inactive; TRPC6 inh: inactive; MrgX1 ag: inactive; HIF activator: -0.1; MrgX1 PAM: inactive; TRPC6 act: inactive; TRPC4 potent: inactive; PolyA inh: inactive; AI-2 QS mod: 12; TRPC4 inh: inactive

What do the screens show for `O=C(Nc1cccc(C(F)(F)F)c1)c1ccc(-n2cncn2)nc1`?
TRPC4 act: inactive; MrgX1 antagonist: inactive; TRPC6 inh: inactive; MrgX1 ag: inactive; HIF activator: -0.1; MrgX1 PAM: inactive; TRPC6 act: inactive; TRPC4 potent: inactive; AI-2 QS mod: -2; TRPC4 inh: inactive

What do the screens show for `CCCN1CCN(C(=O)Cn2nc(CC)n3c(cc4sccc43)c2=O)CC1`?
TRPC4 act: inactive; MrgX1 antagonist: inactive; TRPC6 inh: inactive; MrgX1 ag: inactive; HIF activator: 0.1; MrgX1 PAM: inactive; TRPC6 act: inactive; TRPC4 potent: inactive; PolyA inh: inactive; AI-2 QS mod: 6; TRPC4 inh: inactive

What do the screens show for `CC(=O)Nc1n[nH]c(S(=O)(=O)Cc2ccc(Cl)cc2Cl)n1`?
TRPC4 act: inactive; MrgX1 antagonist: inactive; TRPC6 inh: inactive; MrgX1 ag: inactive; HIF activator: 0.0; MrgX1 PAM: inactive; TRPC6 act: inactive; TRPC4 potent: inactive; PolyA inh: inactive; AI-2 QS mod: 8; TRPC4 inh: inactive

How did Cc1ccc(C)c(NC(=O)CN(C)C(=O)Cc2ccccc2)c1 do in these assays?
TRPC4 act: inactive; MrgX1 antagonist: inactive; TRPC6 inh: inactive; MrgX1 ag: inactive; HIF activator: -0.5; MrgX1 PAM: inactive; TRPC6 act: inactive; TRPC4 potent: inactive; PolyA inh: inactive; AI-2 QS mod: 22; TRPC4 inh: inactive

How did CCCN(CCC)CCSc1nc(O)c(C(C)C)c(=O)[nH]1 do in these assays?
TRPC4 act: inactive; MrgX1 antagonist: inactive; TRPC6 inh: inactive; MrgX1 ag: inactive; HIF activator: 0.1; MrgX1 PAM: inactive; TRPC6 act: inactive; TRPC4 potent: 12*; PolyA inh: inactive; AI-2 QS mod: 18; TRPC4 inh: inactive

Results for OCC1OC(n2cnc3ccccc32)CC1O (configuration not stated) ?
TRPC4 act: inactive; MrgX1 antagonist: inactive; TRPC6 inh: inactive; MrgX1 ag: inactive; HIF activator: 0.9; MrgX1 PAM: inactive; TRPC6 act: inactive; TRPC4 potent: inactive; PolyA inh: inactive; AI-2 QS mod: 13; TRPC4 inh: inactive

Screens deposited in PubChem by several laboratories.

A portion of the library, so the mix of outcomes need not match the whole.
